# From PubChem
# Yeast growth tox = yeast growth toxicity, wild-type and mutant, primary screen, cytotoxicity control for eIF2B function restoration project, wild-type and eIF2Bepsilon R284H mutant, A595; S. cerevisiae wild-type growth, A595 turbidity, 16 h; growth inhibition, % at 25 µM (by protocol); 30,000 compounds, 0.3% hits; AID 685, 2007;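 active = mutant and wild-type yeast strains alike exhibit over 30% growth inhibition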;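 also: 0% = untreated cell controls and 100% = YPD media blanks without cells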
#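 System: S. cerevisiae wild-type or eIF2Bepsilon-R284H mutant strain; times: 16 h growth with compound, 30 °C; signal: absorbance at 595 nm (turbidity); measure: growth inhibition (%) versus cell controls and blanks; compound: 25 µM single dose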
# eIF2B yeast act = GCN4-lacZ reporter reduction in eIF2B-epsilon mutant yeast, primary screen, S. cerevisiae, eIF2B-epsilon R284H, Beta-Glo luminescence. inhibition, % at 25 µM (by protocol). 27,000 compounds, 0.91% hits;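 active = mutant luminescence inhibited past about 50% while wild type luminescence and mutant growth stay under set limits, limit read from the data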; also: some compounds called inactive have numbers as strong as hits
#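 System: Yeast eIF2B-epsilon R284H mutant carrying GCN4–beta-galactosidase fusion | Read-out basis: Percent inhibition, luminescence and growth | Compound: 25 µM single dose | Times: 16 h at 30 °C exposure | Measured by: Luminescence and A595 | Buffer or medium: YPD medium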
# Yeast growth tox inhibition % = recorded beside Yeast growth tox, whose call it bears; growth inhibition, %; S. cerevisiae eIF2Bepsilon-R284H mutant growth, A595 turbidity, 16 h;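 each compound tested once at 25 µM; 0% equals untreated cells and 100% equals cell-free medium blanks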
# eIF2B yeast act mutant toxicity = also measured in eIF2B yeast act; calls as there; growth inhibition, %; measured here: mutant yeast growth, toxicity;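 each compound tested once at 25 µM; zero equals untreated control growth and 100 equals blank medium absorbance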
# The depositor's hits bear a star; . = not tested or not shown.
# Preview, 2 compounds:
SMILES,Yeast growth tox,Yeast growth tox inhibition %,eIF2B yeast act,eIF2B yeast act mutant toxicity
CCN(CC)C(NC(=O)c1ccccc1)C(=O)c1ccccc1 (stereo unspecified),15,-26,25,-26
CCCCc1c(C)nn(-c2nnc3c4ccccc4n(C)c3n2)c1C,7,-5,-21,-5

# The whole of this part, from the first entry:
SMILES,Yeast growth tox,Yeast growth tox inhibition %,eIF2B yeast act,eIF2B yeast act mutant toxicity
CCN(CC)C(NC(=O)c1ccccc1)C(=O)c1ccccc1 (stereo unspecified),15,-26,25,-26
CCCCc1c(C)nn(-c2nnc3c4ccccc4n(C)c3n2)c1C,7,-5,-21,-5
Cc1cc(C(C)(C)C)cc(S(=O)(=O)NCC(=O)O)c1C,.,.,16,.
CC(=O)Nc1ccc(OCC(O)CN2CCN(Cc3ccccc3)CC2)cc1 (stereo unspecified),.,.,29,.
Cc1ccc(S(=O)(=O)N[C@H](C(=O)OCn2nnc3ccccc3c2=O)C(C)C)cc1,12,29,21,29
COc1ccc(N2CCN(CCCn3c(=S)[nH]c4ncccc4c3=O)CC2)cc1,7,19,14,19
O=C(NC1CCCC1)C1CCCN1C(=O)Nc1ccc(Cl)cc1 (stereo unspecified),0,18,-13,18
Cc1oc(C(=O)O)cc1COc1ccccc1Cl,-5,-3,-13,-3
COc1ccc(N2C(=O)CN=C2Nc2nc(C)cc(C)n2)cc1,20,-21,8,-21
Cn1c(=O)c2c(nc(Br)n2CCCc2ccccc2)n(C)c1=O,28,0,14,.
CCN(CC)c1ccc(NC(=O)c2ccc(NC(=O)C3CCCO3)cc2)c(C)c1 (stereo unspecified),5,-29,19,-29
CC(C)NS(=O)(=O)c1ccc(NC(=O)CCc2ccccc2)cc1,-3,19,18,19
O=C(c1ccco1)N1CCN(S(=O)(=O)c2cccs2)CC1,-10,12,4,12
Cc1ccc(OCC(=O)Nc2ccc(-c3nnc(-c4ccco4)o3)cc2)cc1,-24,-11,9,-11
Cc1cc(C)nc(SCCn2c(N3CCC(C)CC3)nc3c2c(=O)n(C)c(=O)n3C)n1,-5,-20,13,-20
CN(C)C(=O)CSc1nnc(-c2cnccn2)n1C,24,0,-1,.
COc1ccc(-n2ncc3c(=O)n(CC(=O)N4c5ccccc5CC4C)cnc32)cc1 (stereo unspecified),6,-13,.,.
O=C(O)/C=C/c1ccc2ccccc2n1,4,-13,22,-13
O=C(Nc1ccc(Br)cc1Cl)c1cnccn1,-8,-36,2,-36
COc1cc(C2C3=C(CC(C)(C)CC3=O)N(C)C(=O)N2C)cc(OC)c1OC (stereo unspecified),-9,15,45,15
Clc1ccc2nc(N3CCN(c4ccccc4)CC3)sc2c1,1,-9,34,-9
COc1ccc(C2CCCN2C(=O)Nc2cccc(C(C)=O)c2)cc1OC (stereo unspecified),-12,9,22,9
CCOCCCNC(=O)C1CCC(CNS(=O)(=O)c2cccc3nsnc23)CC1 (stereo unspecified),15,0,22,.
COc1ccccc1N1CCN(C(=O)c2cc(-c3ccc(Cl)cc3)on2)CC1,-3,13,-21,13
COC(=O)C(C(=O)NCC1CCCO1)C1CCCCCC1 (stereo unspecified),.,.,31,.
SMILES,Yeast growth tox,Yeast growth tox inhibition %,eIF2B yeast act,eIF2B yeast act mutant toxicity
COc1cccc(CNC(=O)c2nnn(-c3ccc(OC(F)(F)F)cc3)c2N)c1,17,18,.,.
CCCOC(=O)c1c(N)sc2c1CCC2,21,11,12,11
O=S(=O)(Cc1ccccc1)N1CCC(c2nc(-c3cccs3)no2)CC1,-1,-5,26,-5
Cc1cccc(C)c1NC(=O)N1C2CCCC1CC(NC(=O)C(C)(C)C)C2 (stereo unspecified),20,8,22,8
Cc1cc(N2CCC(C(=O)NC3CCCCC3)CC2)nc(-c2ccccc2)n1,-12,-12,21,-12
O=c1c2c3c(sc2ncn1/N=C/c1ccccc1)CCCC3,-2,-3,23,-3
COc1ccc(Nc2nc(N3CCCCC3)nc3ccccc23)c(OC)c1,-8,-10,6,-10
Cc1ccc(S(=O)(=O)CCc2ccccn2)cc1,9,4,25,4
CCOc1c(S(=O)(=O)N2CCCC2)ccc(Cl)c1Cl,16,8,16,8
CNc1nc(SCC(=O)OC)nc(N2CCOCC2)n1,11,-25,-32,-25
CCCCOc1ccc(CN2CCCCC2)cc1,28,14,20,14
CN(C)S(=O)(=O)c1c(Cl)cccc1Cl,17,6,-34,6
CCCCOP(=O)(OCCCC)C1(NS(=O)(=O)c2ccccc2)C=CC(=O)c2ccccc21 (stereo unspecified),-15,5,1,5
NS(=O)(=O)c1ccc(NC(=O)CSc2nnc(-c3cnccn3)n2-c2ccccc2)cc1,8,5,13,5
CCN1CCN(CCNC(=O)CSCc2nc(-c3ccc(OC)c(OC)c3)oc2C)CC1,19,10,24,10
Cn1c(SCC(=O)c2ccc(F)cc2)nnc1-c1cnccn1,14,11,10,11
COC(=O)C1CCN(CC(=O)Nc2sc3c(c2C#N)CCC3)CC1,10,5,5,5
O=C(CCCc1ccccc1)c1ccc2c(c1)OCCO2,19,-2,-5,-2
CCCN1Cc2cccc(C(=O)Nc3ccc(CN4CCCC4)cc3)c2C1=O,-17,0,5,.
COCCNC(=O)c1cc2oc3ccccc3c2n1C,20,-5,41,-5
CC(C)Oc1ccc(C(=O)N2CCCC2C(=O)O)cc1 (stereo unspecified),3,-4,23,-4
CCOC(=O)N1CCC(NC(=O)C2CCN(C(=O)N3CC(C)Oc4ccccc43)CC2)CC1 (stereo unspecified),8,12,.,.
COc1ccccc1N=C(C)C1=C(O)CSC1=O,3,-22,34,-22
COCc1cc(C)nc(Nc2cc(C)ccc2C)c1C#N,-3,10,-1,10
Cc1ccc2nc(SCC(=O)N3CCOCC3)[nH]c2c1,24,9,.,.
SMILES,Yeast growth tox,Yeast growth tox inhibition %,eIF2B yeast act,eIF2B yeast act mutant toxicity
CN(CC(=O)NCc1ccncc1)S(=O)(=O)c1ccccc1,10,12,.,.
Cc1ccccc1C(=O)NCc1nnc(SCC(=O)N2CCN(c3ccccc3)CC2)n1C,-5,8,.,.
Cn1nc(-c2ccc(OCC(N)=O)cc2)c2ccccc2c1=O,12,5,13,5
Cc1ccccc1C(=O)Nc1cccc(C#N)c1,28,-13,33,-13
O=c1cc(-c2ccccc2)nc(N2CCN(Cc3ccc4c(c3)OCO4)CC2)[nH]1,9,-9,12,-9
COC(=O)C(NC(C)=O)(Nc1ccccc1)C(=O)OC,8,21,13,21
COc1cc2c(cc1NC(=O)COC(=O)Cn1cnc3ccccc31)oc1ccccc12,.,.,-39,.
CCCCc1c(C)c(C#N)c2[nH]c3ccccc3n2c1=O,-9,-10,5,-10
Cc1ccc(NS(=O)(=O)c2ccccc2Cl)c2c1CC(C)(C)O2,-6,-9,3,-9
O=C(c1cc2sccc2n1Cc1ccc(F)cc1)N1CCN(c2nc3ccccc3s2)CC1,-25,-8,21,-8
COCCNC(=O)Cn1nc(C(F)(F)F)c(Cl)c1C,-1,0,17,.
CCOC(=O)c1ccc(NC(=O)CC2SC(=NC)N(C)C2=O)cc1 (stereo unspecified),8,23,-7,23
CCOc1nc(-c2ccc(C)cc2)ccc1-c1noc(-c2cccnc2)n1,.,.,22,.
CCc1ccc(C(=O)c2cncc(Br)c2)cc1,14,-22,21,-22
O=C(Nc1ccc2oc(-c3cccnc3)nc2c1)c1cc2ccccc2o1,-2,-5,7,-5
O=C(Nc1ccc2c(c1)OCCO2)C(c1ccc(F)cc1)N1CCCCC1 (stereo unspecified),-10,10,.,.
CCn1c(=O)cc(SCC(=O)NCc2ccc(C)cc2)c2ccccc21,6,8,.,.
Cc1ccc(NC(=O)Nc2sc(=S)n(C)c2C)cc1,21,3,25,3
CCCc1cc(=O)[nH]c(SCC(=O)N(CC)Cc2ccccc2)n1,-23,10,17,10
CCOc1ccccc1Nc1nnc(SCC(=O)N2CCCC2)s1,3,-18,-5,-18
CCOc1cc(C(=O)NCCOC)cc(OCC)c1OCC,-5,-18,26,-18
O=C(Oc1ccc(N(Cc2cccs2)C2=NS(=O)(=O)c3ccccc32)cc1)c1ccccc1F,8,3,13,3
CCCCCOC(=O)CSc1n[nH]c(=O)[nH]c1=O,10,18,19,18
CCOC(=O)C1CCN(C(=O)c2sc3nc(C)nc(N4CCC(C)CC4)c3c2C)CC1,1,-5,-11,-5
Cc1ccc(NC(=O)c2ccccc2N(C)S(C)(=O)=O)cc1C,23,5,.,.

# Quoted at random: three records from the list.
SMILES,Yeast growth tox,Yeast growth tox inhibition %,eIF2B yeast act,eIF2B yeast act mutant toxicity
Cc1ccc(NS(=O)(=O)c2ccccc2Cl)c2c1CC(C)(C)O2,-6,-9,3,-9
O=C(O)/C=C/c1ccc2ccccc2n1,4,-13,22,-13
Cc1cc(C)nc(SCCn2c(N3CCC(C)CC3)nc3c2c(=O)n(C)c(=O)n3C)n1,-5,-20,13,-20

# Continued.
SMILES,Yeast growth tox,Yeast growth tox inhibition %,eIF2B yeast act,eIF2B yeast act mutant toxicity
COc1ccc2c(c1)c1ncn(CCN3CCNCC3)c(=O)c1n2C,-19,-10,-18,-10
c1ccc(-c2cnnc(N3CCCCC3)n2)cc1,-9,6,35,6
Cc1nc2ncnn2c(C)c1Cc1ccc(Cl)cc1,13,15,11,15
COc1ccc2c(c1)CC(C1(O)C(=O)Nc3ccccc31)C2=O (stereo unspecified),18,2,.,.
CCOC(=O)c1cnn(-c2ccc(C(F)(F)F)cn2)c1N,-6,-10,-33,-10
Cc1ccccc1CS(=O)(=O)Cc1ccc(C(=O)NCc2cccnc2)o1,12,5,.,.
Cc1ccc(C(=O)NCc2ccc3c(c2)OCO3)cc1S(=O)(=O)N1CCOCC1,1,-3,-9,-3
Nn1c(SCC(=O)Nc2cccc(F)c2)nnc1C1CCCCC1,-7,-5,13,-5
O=c1cc(O)n(-c2ccccc2F)c(=S)[nH]1,12,10,-5,10
Cc1ccc(S(=O)(=O)Oc2ccc(/C=C(/NC(=O)c3ccccc3)C(=O)Nc3ccccc3)cc2)cc1,-2,7,.,.
COc1ccc(CCNC(=O)C2CCN(S(=O)(=O)N3CCOCC3)CC2)cc1OC,-19,4,-12,4
COCCOC(=O)c1c(C)oc2ccc(NS(=O)(=O)c3ccc(C(=O)O)cc3)cc12,15,8,25,8
Cc1ccc(-c2nnn(CC(=O)N3CCN(c4ccccc4)CC3)n2)o1,9,0,22,.
O=C(Nc1ccc(O)cc1)c1ccc(C(=O)c2ccccc2)o1,4,-10,-13,-10
CCOc1ccc(NC(=NCc2ccc3c(c2)OCO3)SC2CC(=O)N(c3ccc(OCC)cc3)C2=O)cc1 (stereo unspecified),19,-7,3,-7
O=C(Nc1ccc(CN2CCOCC2)cc1)c1cccc(F)c1,.,.,2,.
CC(=O)N1CCCc2cc(S(=O)(=O)NC(C(=O)NC3CCCCC3)C(C)C)ccc21 (stereo unspecified),10,15,17,15
Cc1cccc(NC(=O)c2sc3nc(-c4ccccc4)cn3c2C)n1,-28,12,-36,12
CC(C)c1ccc(OC(=O)NCCO)cc1,14,7,19,7
Cc1cc(CCN2CCC(=O)NC2=S)ccc1OC(C)C,4,21,.,.
CCN1CCN(C(c2cccs2)C(C)NS(=O)(=O)c2ccc(Br)cc2)CC1 (stereo unspecified),-2,0,21,.
COc1ccc(CC(=O)N2CC(C)CC(C)C2)cc1OC (stereo unspecified),9,14,8,14
CC(C)C(=O)Nc1ccc(NC(=O)c2cccnc2)cn1,5,21,.,.
CC1Cc2ccccc2N1C(=O)c1cc2sccc2n1Cc1ccc(F)cc1 (stereo unspecified),3,23,-24,23
O=C(CCN1C(=O)C2C3C=CC(C3)C2C1=O)Nc1ccccc1F (stereo unspecified),6,6,4,6
COc1ccccc1C1NC(=O)CS1 (stereo unspecified),8,-11,6,-11
CCN(CC)c1c([N+](=O)[O-])ncn1C,14,8,17,8
N#CC1=C(N)N(c2ccccc2)C2=C(C(=O)CCC2)C1c1cccs1 (stereo unspecified),26,3,13,3
COc1cc(-c2ccc(NC(=O)CN3CCCCC3)c(OC)c2)ccc1NC(=O)CN1CCCCC1,9,-20,-19,-20

# Quoted from the listing:
# Nn1c(SCC(=O)Nc2cccc(F)c2)nnc1C1CCCCC1 in eIF2B yeast act mutant toxicity has -5
# Cc1nc2ncnn2c(C)c1Cc1ccc(Cl)cc1 in eIF2B yeast act mutant toxicity has 15
# COc1ccc(CCNC(=O)C2CCN(S(=O)(=O)N3CCOCC3)CC2)cc1OC in eIF2B yeast act has -12
# O=C(Nc1ccc(CN2CCOCC2)cc1)c1cccc(F)c1 in eIF2B yeast act has 2

# Arranged by molar mass (smallest number first): part of the list above
SMILES,Yeast growth tox,Yeast growth tox inhibition %,eIF2B yeast act,eIF2B yeast act mutant toxicity
O=C(CCN1C(=O)C2C3C=CC(C3)C2C1=O)Nc1ccccc1F (stereo unspecified),6,6,4,6
CCOC(=O)c1ccc(NC(=O)CC2SC(=NC)N(C)C2=O)cc1 (stereo unspecified),8,23,-7,23
CCOc1nc(-c2ccc(C)cc2)ccc1-c1noc(-c2cccnc2)n1,.,.,22,.

# The list is partial (hit frequency here may not be typical).
